# PriA SSB inh – K. pneumoniae PriA-SSBct interaction inhibition | AlphaScreen SSBct-PriA binding, biotinylated peptide | 0.6% of 430,000 active | inhibition, % at 33 µM | AID 1272365; in the data active = inhibition mostly above about 37%, no sharp cut-off; inactive = mostly below about 20%;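 note: plate controls were negative control peptide for no effect and reference peptide for full effect; strong numbers were not always called active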
# BoNT-A LC inh2 – BoNT A light chain protease inhibition. multiplex microsphere protease substrate cleavage, flow cytometry. inhibition, % at 10 µM. 0.17% of 360,000 active. AID 588499; note: plate controls were buffer without enzyme for full effect and enzyme alone for no effect
# Vc quorum ag – inducers of Vibrio cholerae quorum light production without autoinducers | 0.16% of 350,000 active | V. cholerae BH1578 lux reporter, luminescence, 6 h | activation, % at 18.7 µM; in the data active = activation mostly above about 9.7%, no sharp cut-off; note: not every result past the cut was called active; inactives centre near 0; reference of the scale not given here
# PfHsp40 yeast – rescue of PfHsp40-mediated yeast toxicity; AID 504582; growth rescue, % at 12.5 µM; S. cerevisiae expressing PfHsp40, growth rescue, ATP luminescence; 0.68% of 340,000 active; in the data active = growth rescue above about 28%, passing the limit was not always enough;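 note: yeast W303a lacking pdr1 and pdr3 grown in galactose medium; growth measured after three days at 30 °C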
# CCHFV vOTU inh – CCHFV vOTU protease inhibition. Pep-AMC fluorescence. inhibition, % at 11.5 µM. 0.55% of 370,000 active; in the data active = inhibition above about 30%; note: 0% = vehicle wells with enzyme and 100% = no enzyme wells
# Anthrax LF inh2 – inhibitors of Bacillus anthracis lethal factor protease. P15917. multiplex microsphere protease cleavage assay, LF. inhibition, % at 10 µM. 0.12% of 360,000 active. AID 588501; note: plate controls were buffer without enzyme for full effect and enzyme alone for no effect
# Target sequence (P15917 whole entry, looked up): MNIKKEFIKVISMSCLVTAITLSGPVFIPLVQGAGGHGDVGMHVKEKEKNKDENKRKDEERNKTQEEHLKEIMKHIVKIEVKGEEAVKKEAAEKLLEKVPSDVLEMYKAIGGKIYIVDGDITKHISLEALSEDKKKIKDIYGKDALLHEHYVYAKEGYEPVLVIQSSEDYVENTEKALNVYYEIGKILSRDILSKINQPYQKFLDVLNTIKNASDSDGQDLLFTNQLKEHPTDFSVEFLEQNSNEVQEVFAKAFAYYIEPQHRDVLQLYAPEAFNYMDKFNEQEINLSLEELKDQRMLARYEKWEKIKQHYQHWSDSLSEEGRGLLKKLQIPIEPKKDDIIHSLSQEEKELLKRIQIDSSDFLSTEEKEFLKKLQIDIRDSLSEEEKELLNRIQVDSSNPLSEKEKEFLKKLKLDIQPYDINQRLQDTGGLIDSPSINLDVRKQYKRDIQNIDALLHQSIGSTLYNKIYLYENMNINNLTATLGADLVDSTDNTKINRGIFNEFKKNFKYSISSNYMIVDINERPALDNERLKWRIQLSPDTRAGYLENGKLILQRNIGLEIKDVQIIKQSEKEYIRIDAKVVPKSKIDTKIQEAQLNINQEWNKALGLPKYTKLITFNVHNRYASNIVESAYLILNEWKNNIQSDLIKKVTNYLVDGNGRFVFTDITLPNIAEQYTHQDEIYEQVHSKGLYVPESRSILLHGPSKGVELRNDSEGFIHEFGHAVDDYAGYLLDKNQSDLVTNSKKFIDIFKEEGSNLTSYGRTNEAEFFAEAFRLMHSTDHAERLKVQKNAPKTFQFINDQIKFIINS
# SARS 3CLpro inh – SARS-CoV 3CLpro protease inhibition | recombinant SARS-CoV 3CLpro, quenched FRET peptide cleavage | inhibition, % at 6 µM | 0.14% of 290,000 active; in the data active = inhibition above about 12%
# TcdB GH inh – inhibitors of Clostridioides difficile toxin B glycohydrolase; 0.24% of 350,000 active; TcdB glycohydrolase enzymatic assay, plate reader; P18177; AID 652162; inhibition, % at 9.99 µM; in the data active = inhibition above about 10%
# Y pestis TopoI – blocks Yersinia pestis topoisomerase I activity | Y. pestis Topo-I cleavage product accumulation, plate reader | 0.064% of 360,000 active | activity, % at 10 µM; in the data active = activity above about 50%, passing the limit was not always enough; note: inactives centre near 2
# DUSP3 inh – inhibitors of human VHR1 phosphatase (DUSP3) | recombinant VHR phosphatase, pNPP absorbance | P51452 | inhibition, % at 13.3 µM | AID 1654 | 0.52% of 290,000 active; in the data active = inhibition above about 50%; note: some compounds called inactive have numbers as strong as hits
# Target sequence (P51452 whole entry, looked up): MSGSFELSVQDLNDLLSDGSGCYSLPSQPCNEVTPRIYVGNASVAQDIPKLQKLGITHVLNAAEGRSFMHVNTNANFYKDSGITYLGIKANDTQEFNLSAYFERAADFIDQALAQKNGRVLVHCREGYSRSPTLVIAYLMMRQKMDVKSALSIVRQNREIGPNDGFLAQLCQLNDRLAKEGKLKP
# * marks the source's active call; other numbers are inactive results; i = inactive; . = not tested or not shown; & = joins results of further samples. Cut-off read from the data, not from the text of the source, unless noted: active = inhibition above about 30%; inconclusive = no clear call, values can overlap the other calls; inactive = below that. Only part of the results is shown (hit frequency here may not be typical).
SMILES,PriA SSB inh,BoNT-A LC inh2,Vc quorum ag,PfHsp40 yeast,CCHFV vOTU inh,Anthrax LF inh2,SARS 3CLpro inh,TcdB GH inh,Y pestis TopoI,DUSP3 inh
Cc1ccc(CN2CC(C(=O)Nc3ccc4c(C)cc(=O)oc4c3)CC2=O)cc1 (stereo not drawn),-4,-1.1,i,-0.3,-51,-2,-4,.,17,-29
O=C(Nc1cccc2ncccc12)c1ccccc1F,7,-0.9,2.4,-0.5,-6,7,-4,2.0,4,72
COc1ccc(NC(=O)CCS(=O)(=O)c2ccc3c(c2)CCCN3C(C)=O)cc1Cl,-4,-0.8,17*,0.0,-2,0,-1,.,2,37
C[C@H]1CN([C@@H](C)CO)C(=O)CCCn2nncc2CO[C@@H]1CN(C)Cc1ccc(Oc2ccccc2)cc1,.,-0.2,-0.6,.,-4,-5,.,0.3&0.6,34,.
Cc1cc(C(=O)N2CCC(Cc3ccccc3)CC2)c(C)o1,-3,-4.0,0.6,9.3,-3,-4,5,1.4,41,32
CCN(CC)C(=O)CSc1nnc(-n2nc(C)cc2C)c2ccccc12,-14,0.3,i,0.3,-10,-3,3,.,2,18
COc1cc(Oc2nc(C(F)(F)F)nc3ccccc23)ccc1C=O,4,-12,-0.5,-1.0,-13,2,3,0.1,11,20
COc1ccc(CCNC(=O)C2CCCN(C(=O)N(C)C)C2)c(OC)c1 (stereo not drawn),-6,0.4,0.9,-0.8,-6,-2,1,1.1,8,15
O=C(NCCC1=CCCCC1)C1CC(=O)N(C2CCCCC2)C1 (stereo not drawn),-14&-13,-0.2,i,-1.5,-13,-2,2,.,3,7
CCOC(=O)Cn1nc(C)c(NC(=O)c2ccc([N+](=O)[O-])c(C)c2)c1C,-7,-1.6,i,0.1,-9,-8,0,2.8,18,19
CN(Cc1ccccc1)C(=O)c1[nH]cnc1C(=O)Nc1ccc(Cl)cc1,-6,-0.8,1.2,6.7,6,-4,.,0.9,-1,.
COC(=O)c1cc2c(s1)CS(=O)C2 (stereo not drawn),4,0.5,-2.2,-1.3,-7,-3,-4,.,-6,3
CC(C(=O)c1ccccc1)N1C(=O)c2ccccc2C1=O (stereo not drawn),-15,-0.4,-3.4,-1.2,7,-1,5,.,3,-4
Cc1ccc(NC(=O)c2ccccc2NC(=O)c2cccnc2)cc1,-23,2.3,i,0.5,-7,-7,-2,0.0,-1,36
Oc1ccc(-c2n[nH]c(=S)n2Cc2ccco2)cc1,-6,0.6,i,0.6,2,0,-3,.,-5,18
O=C(O)C1C2C=CC(C2)C1C(=O)NCc1ccccc1 (stereo not drawn),-29,-0.7,0.4,-0.3,8,-3,.,0.5,6,.
Cc1ccc2cc3cc(C(=O)N4CCCCC4C)oc3nc2c1 (stereo not drawn),-40,-0.6,-10,5.4,9,1,-4,.,3,23
Cc1ccccc1Nc1nc(N)nc(COC(=O)c2ccc(S(=O)(=O)N(C)C)cc2)n1,-2,-0.9,-0.2,-1.3,-4,-2,1,.,6,15
COC(=O)c1ccc(-n2nnnc2SCc2ccccc2OC)cc1,-34,0.8,-4.8,2.3,4,1,1,.,31,3
CC(C)n1c(=O)[nH]c2cc(C(=O)Nc3ccccc3)ccc21,-8,0.6,-0.2,-0.4,-14,0,-1,1.3,0,4
CCN(CC)CCN(Cc1cc2cc3c(cc2[nH]c1=O)OCCO3)C(=S)NCCCOC,-13,-4.7,i,0.1,-44,4,-4,-0.5,8,31
O=C(O)c1ccccc1Sc1ncnc2sc3c(c12)CCC3,2,0.2,-1.1,-0.2,8,0,2,-1.0,5,-2
CN1C(=O)c2cccc(NCCCN3C(=O)c4ccccc4C3=O)c2C1=O,-8,-0.7,-0.5,0.9,-14,-2,1,1.6,6,4
Cc1cc(NC(=O)C2C3C(=O)N(c4cccnc4)C(C(=O)NC(C)(C)C)C34C=CC2(C)O4)no1 (stereo not drawn),9,0.6,-0.3,0.4,11,2,-3,0.6,2,16
Cc1cc(C)c(C#N)c(SCSCc2ccccc2)n1,-50,-0.4,0.2,5.8,7,-1,2,.,2,25
Cc1nnc(SCc2cc(=O)[nH]c(/N=C(\N)Nc3ccccc3)n2)s1,.,0.1,-0.4,0.2,-10,4,2,0.4,0,5
Cc1ccc(N(Cc2ccc(C(=O)Nc3ccccc3C(=O)NCc3ccco3)cc2)S(C)(=O)=O)cc1C,0,-3.0,-0.4,0.2,.,-5,1,0.9,0,9
O=C(CSc1nc2[nH]ncc2c(=O)n1-c1ccccc1)NCc1cccs1,-9,0.8,-0.3,-0.9,1,-1,-1,0.8,-6,14
COc1cccc(/C=N/NC(=O)CCc2ccccc2)c1,.,-0.4,i,2.4,0,3,1,1.2,4,29
O=C(Nc1ccc(F)cc1)NC1CCN(Cc2c(F)cccc2Cl)CC1,-6,-0.4,i,-0.6,2,-15,-1,1.5,-4,1
CCOc1cc(N2CCOCC2)c(OCC)cc1NC(=O)C1CC(=O)N(c2ccc(C)cc2)C1 (stereo not drawn),0,-3.1,i,-1.2,-7,-3,.,-1.3,-3,.
c1cn2c(Nc3ccc4c(c3)OCCO4)c(-c3ccc(N4CCOCC4)cc3)nc2cn1,11,-1.4,-0.2,1.4,5,-4,-1,-0.1,-2,8
Cc1ccc(-n2nnnc2SCC(=O)Nc2ccccc2-c2ccccc2)cc1C,-24,0.1,-0.6,2.0,-6,0,2,0.1,39,0
O=C(NCC(c1cccs1)N1CCOCC1)c1cccnc1 (stereo not drawn),-13,0.8,i,-1.0,.,3,-2,.,-10,-14
CCc1cc(C(=O)N2CCN(c3ncc(C(F)(F)F)cc3Cl)CC2)sc1C,-11,-4.3,-1.4,0.3,18,-4,-2,0.6,36,3
CNC(=S)N/N=C/c1ccc(-c2cccc(C(=O)O)c2)o1,.,-0.3,-0.6,-3.6,10,-3,2,-0.3,-4,3
O=C(O)C1CCCN1c1nc(C(F)(F)F)nc2ccccc12 (stereo not drawn),-1,-1.3,0.5,0.1,15,-2,-4,0.6,3,21
CC(CCc1ccccc1)NC(=O)COC(=O)c1ccc(F)cc1 (stereo not drawn),11,-2.4,1.2,0.5,-8,0,0,0.1,2,18
CCOc1ncccc1C(=O)Nc1ccc(C)c(S(=O)(=O)N2CCCCCC2)c1,-24,0.3,-0.6,0.1,5,-2,.,2.1,5,.
O=c1cc(CN2CCOCC2)c2ccc(O)c(O)c2o1,0,0.1,i,0.2,-7,6,2,-0.3,1,27
Cc1ccccc1-n1nc2c(c1NC(=O)CC(C)C)CS(=O)C2 (stereo not drawn),-11,-0.2,i,2.1,4,-3,2,0.4,4,-4
Cc1nc(C)c(C(=O)Nc2ccccc2)s1,-23,0.0,i,0.6,5,0,-7,.,3,33
CCOC(=O)c1c(C)[nH]c(C(=O)COC(=O)c2ccc(O)cc2)c1C,-4,0.6,-0.3,0.8,-6,9,8,-0.2,0,4
COc1ccc(NC(=O)CN(C)C(=O)c2n[nH]c3ccccc23)cc1,-1,2.4,-4.0,-2.4,-4,3,.,0.2,0,.
O=C(Nc1ccccc1C(=O)N1CCOCC1)c1cccnc1,-1,-0.2,-3.7,0.3,2,0,1,.,0,38
O=C(O)CN1C(=O)COc2ccc(S(=O)(=O)N3CCCCCC3)cc21,-9,-2.0,i,0.3,18,-2,0,2.1,8,9
COc1ccc(OC)c(S(=O)(=O)NC(=O)C2(C)CCN2C(=O)Cc2ccccc2)c1 (stereo not drawn),.,0.1,0.4,.,-4,4,.,-0.9,-5,.
C[C@@H]1NC(=O)[C@@]2(C)[C@@H](c3ccccc3)[C@H]3COc4ccccc4[C@@H]3N2C1=O,-2,0.9,i,-0.3,-1,-3,.,1.0,-1,.

# Pulled by structure from the list above (five):
SMILES,PriA SSB inh,BoNT-A LC inh2,Vc quorum ag,PfHsp40 yeast,CCHFV vOTU inh,Anthrax LF inh2,SARS 3CLpro inh,TcdB GH inh,Y pestis TopoI,DUSP3 inh
O=C(O)C1CCCN1c1nc(C(F)(F)F)nc2ccccc12 (stereo not drawn),-1,-1.3,0.5,0.1,15,-2,-4,0.6,3,21
C[C@@H]1NC(=O)[C@@]2(C)[C@@H](c3ccccc3)[C@H]3COc4ccccc4[C@@H]3N2C1=O,-2,0.9,i,-0.3,-1,-3,.,1.0,-1,.
CCOc1ncccc1C(=O)Nc1ccc(C)c(S(=O)(=O)N2CCCCCC2)c1,-24,0.3,-0.6,0.1,5,-2,.,2.1,5,.
CC(CCc1ccccc1)NC(=O)COC(=O)c1ccc(F)cc1 (stereo not drawn),11,-2.4,1.2,0.5,-8,0,0,0.1,2,18
COc1ccc(NC(=O)CN(C)C(=O)c2n[nH]c3ccccc23)cc1,-1,2.4,-4.0,-2.4,-4,3,.,0.2,0,.

# Next compounds follow.
SMILES,PriA SSB inh,BoNT-A LC inh2,Vc quorum ag,PfHsp40 yeast,CCHFV vOTU inh,Anthrax LF inh2,SARS 3CLpro inh,TcdB GH inh,Y pestis TopoI,DUSP3 inh
Cc1cc(C)n(C(=O)c2ccc(C)c(S(=O)(=O)N3CCOCC3)c2)n1,-4,-0.6,-3.1,-0.9,3,5,1,.,-3,-21
CCCC(=O)Nc1ccc(C(=O)NNC(=O)c2cccs2)cc1,-14,3.1,-0.2,-1.0,.,-2,-6,1.6,-8,10
O=c1oc2ccccc2c(NCc2cccc(F)c2)c1[N+](=O)[O-],-18,-0.7,i,1.3,5,-3,2,.,4,-18
Cc1sc(N)nc1-c1ccc(Oc2ccccc2)cc1,-1,-2.6,46*,0.8,-5,-6,-1,1.2,-6,27
Cc1sc2ncnc(N3CCC(C(=O)Nc4cc(Cl)ccc4Cl)CC3)c2c1C,-10,-1.1,i,1.1,13,-1,.,-0.1,24,.
Cc1noc(C)c1S(=O)(=O)N(CC(=O)Nc1ccc2c(c1)OCCO2)c1ccc(C(C)C)cc1,-8,-0.4,0.0,-0.6,3,-2,-6,1.6,-11,34
CCOc1ccc(NC(=O)CCNS(=O)(=O)c2ccc3c(c2)CC(C)N3C(C)=O)cc1 (stereo not drawn),3,0.8,i,0.0,3,0,-2,-0.5,-11,-2
CN(Cc1nc2ccc(Cl)cc2[nH]1)Cc1nc(-c2cnccn2)no1,-10,1.4,.,-1.0,-6,1,2,1.3,4,0
CCN(CCn1cccn1)C(=O)CCc1nnc(-c2ccc3c(c2)OCO3)o1,1,-0.9,-0.4,0.4,5,-2,4,1.1,-3,21
Cc1ccccc1NC(=O)N(CCc1nc2ccccc2[nH]1)Cc1ccccc1,-6,0.4,-0.2,0.0,1,-9,0,.,-3,32
CCOC(=O)N1CCN(C(=O)c2ccc3c(=O)n(Cc4ccc(OC)cc4)c(=S)[nH]c3c2)CC1,-9,0.3,2.8,-0.7,10,2,-3,.,26,13
Cc1cc2cccc(C)c2nc1SCC(=O)N(C)c1nc(-c2ccccc2)cs1,-12,-0.9,-0.2,0.2,-6,-3,1,.,-2,10
COC(=O)C1NN=C(C(=O)c2ccccc2)C1c1ccccc1 (stereo not drawn),13,2.5,-2.4,0.9,-8,-1,0,.,10,11
O=C(CCSc1nccn1Cc1ccccc1)N1CCOCC1,-9,6.0,-2.5,4.2,4,-6,-3,.,-3,16
Cc1ccc(C)c(-c2nnc(NC(=O)Cc3ccccc3)o2)c1,-1,0.1,-0.4,-1.4,5,1,5,-0.1,-3,-7
COc1cccc(C(=O)CN2CCN(S(=O)(=O)c3cccc([N+](=O)[O-])c3)CC2)c1,-16,0.0,-0.2,-0.2,2,0,3,0.1,0,8
CCC(CO)NCc1ccc(OCC(=O)Nc2cccc(C(F)(F)F)c2)c(OC)c1 (stereo not drawn),-2,0.1,-0.1,-0.2,8,-1,-3,.,-2,5
CCC1(c2ccccc2)NC(=O)N(CC(=O)N2CCN(S(=O)(=O)c3ccccc3)CC2)C1=O (stereo not drawn),-1,-0.6,-0.6,-1.1,-3,-6,2,0.9,-2,7
NS(=O)(=O)c1ccc(NC(=O)Nc2ccc3c(c2)OCO3)cc1,4,-1.5,-1.0,-0.1,13,-1,1,0.4,5,19
O=C(Nc1c(C(=O)NCc2ccco2)cnn1-c1ccccc1)c1ccc(F)cc1,-4,0.0,-2.1,-0.5,-1,3,0,.,4,-5
